# Compound activity (PubChem)
# NTMT1 inh: NTMT1 methyltransferase inhibition; Potency, µM (highest dose often 114 µM), without a hit: at the highest dose activity change, negative = inhibition, usual class: inhibitors; actives 2.5% (n = 59,000); NTMT1 MTase-Glo SAH luminescence, purified enzyme; AID 1645870; Q9BV86;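 further: potency means the concentration at half of the fitted maximal effect; plate controls were DMSO vehicle for no effect and no enzyme for full effect; nearly all actives have a fitted effect of over 65% in size; many of its hits are not listed in these tables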
# B2AR arrestin ag: ADRB2 beta-arrestin recruitment | HTLA Tango cells, beta-arrestin recruitment, luciferase luminescence, 18 h | Potency, µM (titrated, usually from 46.1 µM), inactives show at the highest dose activation, most hits filed as activators | P07550 | 44,000 tested, under 10 active;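 further: potency means the concentration at half of the fitted maximal effect; 0% = DMSO and full agonism = EC100 isoproterenol or metaproterenol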
# Target sequence (P07550 whole entry, looked up): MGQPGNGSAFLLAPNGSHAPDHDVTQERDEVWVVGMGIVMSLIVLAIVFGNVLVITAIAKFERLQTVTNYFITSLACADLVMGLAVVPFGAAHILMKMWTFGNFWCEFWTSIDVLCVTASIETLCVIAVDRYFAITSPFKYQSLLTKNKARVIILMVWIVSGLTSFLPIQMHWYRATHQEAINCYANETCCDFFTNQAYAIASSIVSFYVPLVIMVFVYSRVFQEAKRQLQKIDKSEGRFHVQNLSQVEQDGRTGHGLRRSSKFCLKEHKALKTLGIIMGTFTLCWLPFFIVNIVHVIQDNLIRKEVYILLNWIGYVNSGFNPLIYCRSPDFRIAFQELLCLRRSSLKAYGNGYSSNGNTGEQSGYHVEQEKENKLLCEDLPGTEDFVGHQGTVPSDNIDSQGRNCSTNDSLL
#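 Ligand-induced beta-arrestin recruitment to recombinant beta2-AR is measured via a tTA-driven luciferase reporter in Tango cells after 18 hr compound exposure at 37 degrees C. Concentrations span up to 46 microM.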
# p53null 32C kill: p53 null cell cytotoxicity, permissive temperature; actives 0.62% (n = 55,000); H1299-neo p53 null cells, ATP luminescence, 24 h, 32C; Potency, µM (series often up to 46.1 µM), inactives show top-dose activity change, negative = cytotoxicity, actives largely listed as cytotoxic;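 further: potency means the concentration at half of the fitted maximal effect; 0% = DMSO only and -100% = full killing by 100 µM tamoxifen; nearly all actives have a fitted effect of over 55% in size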
#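 Cells lacking p53 (H1299-neo) are plated at 600 per well and allowed to settle overnight at 37C. Test compounds (up to 46 uM) are added and held 24 hours at 32C, then ATP is quantified by luminescence.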
# GALK inh: inhibits human galactokinase | recombinant GALK, Kinase-Glo ATP luminescence, 1 h | Potency, µM (top dose mostly 57.5 µM), for the others: at the highest dose activity, negative = inhibition, usual class: inhibitors | 44,000 tested, under 10 active | AID 1347072;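 further: plate controls were full GALK reaction for no effect and reaction lacking GALK for full effect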
#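 Luminescent ATP-depletion readout (Kinase-Glo Plus) after 1 h room-temperature incubation of human GALK (5 nM) with galactose 100 µM and ATP 35 µM, pH 8.0 HEPES/Mg2+ buffer; compounds tested in qHTS format.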
# p53null 39C tox: selectivity test: cytotoxicity in p53 null cells, nonpermissive temperature | actives 0.97% (n = 55,000) | Potency, µM (doses to about 46.1 µM), for the others: at the top dose activity, negative = cell killing, hits mostly cytotoxic | H1299 p53-null (neo) cells, 39C, ATPlite viability, 24 h | AID 904;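 further: potency means the concentration at half of the fitted maximal effect; 0% = DMSO only and -100% = full killing by 100 µM tamoxifen; nearly all actives have a fitted effect of over 50% in size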
#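 Luminescent ATP signal reported cell survival after H1299 lines (neo, p53 null; or p53 A138V) received up to 46 uM compound and 24 hr incubation at 39C.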
# FH mod: Identification of activators of human fumarate hydratase by quantitative high-throughput screening | Potency, µM (highest dose often 79.9 µM), for inactives: at the top dose activity change, negative = inhibition, hits mostly inhibitors | FH coupled MDH/diaphorase resazurin fluorescence, 15 min | actives 0.22% (n = 54,000) | Fumarate hydratase, mitochondrial (Homo sapiens), P07954 | AID 1347055, 2019; further: potency means the concentration at half of the fitted maximal effect; on the % scale 0 is the no-effect control and ±100 the full control effect; the screen sought activators but most active calls are inhibition curves; nearly all actives have a fitted effect of over 45% in size
# TSG101-PTAP inh: TSG101-PTAP interaction inhibition, HIV-1 budding; Q99816; Fluorescence polarization, FITC-PTAP peptide/Tsg101, 20 min; Potency, µM (top dose mostly 115 µM), without a hit: at the top dose activity change, negative = inhibition, hits mostly inhibitors; 44,000 tested, under 10 active; AID 1347069; further: potency means the concentration at half of the fitted maximal effect; 0% is about no effect
# Target sequence (Q99816 whole entry, looked up): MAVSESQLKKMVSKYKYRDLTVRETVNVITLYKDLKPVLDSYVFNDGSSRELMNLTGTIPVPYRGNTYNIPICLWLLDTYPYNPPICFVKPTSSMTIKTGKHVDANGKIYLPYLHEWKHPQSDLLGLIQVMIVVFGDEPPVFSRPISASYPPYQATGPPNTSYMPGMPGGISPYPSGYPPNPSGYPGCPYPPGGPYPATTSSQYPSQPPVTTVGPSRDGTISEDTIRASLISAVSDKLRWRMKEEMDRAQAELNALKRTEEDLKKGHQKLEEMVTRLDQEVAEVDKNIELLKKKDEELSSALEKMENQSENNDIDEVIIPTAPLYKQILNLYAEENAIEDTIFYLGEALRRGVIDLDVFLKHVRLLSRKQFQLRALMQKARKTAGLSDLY
#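 Compounds pinned into 10 uM Tsg101 binding domain, then 50 nM FITC-PTAP peptide added in pH 7.5 HEPES buffer; FP read after 20 min, room temperature. Total S+P intensity flags fluorescent compounds; active cut-off <25 µM, efficacy <60%.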
# Starred values were filed as active, the others as inactive; ? = inconclusive. The call rests on the fitted dose curve; in most records, active means well fitted curve in the direction sought with a large enough effect; inconclusive means small, poorly fitted or top-dose-only effect, or another doubt; inactive means no such curve, though single readings can be large; an effect the other way counts as inactive or inconclusive. The list is partial; rates above refer to the full screens.
SMILES | NTMT1 inh | B2AR arrestin ag | p53null 32C kill | GALK inh | p53null 39C tox | FH mod | TSG101-PTAP inh
Cc1ccc(NC(=O)CN2C=NS(=O)(=O)c3ccccc32)c(C)c1 | 10% | -2% | -2% | -1% | 13% | 5% | -2%
Cc1cc(=O)n(Cc2ccc(Cl)cc2)c2c1c(C)nn2-c1ccccc1 | 3% | 1% | -13% | 2% | 14% | ? | 0%
COc1ccc(Br)cc1CNC(=O)CSc1cc(=O)n(C)c2ccccc12 | 1% | 1% | 2% | 2% | -1% | -5% | -1%
CCN1CCN(C(c2ccc(C)cc2)c2sc3nc(-c4ccco4)nn3c2O)CC1 (centres undefined) | 2% | -1% | 4% | -10% | -1% | -8% | -2%
Cc1nn(C(=O)COc2ccc(Cl)cc2)c(C)c1Sc1ccccc1 | 17% | -2% | 1% | ? | 15% | -3% | -1%
Cc1ccc(Cn2cnc3nc4c(cc3c2=O)CC(C)CC4)cc1 (centres undefined) | ? | 1% | -6% | -3% | -13% | -17% | -1%
Cc1ccc(N(CC(=O)Nc2cc(C)cc(C)c2)S(=O)(=O)c2cccc3nonc23)cc1 | 17% | 1% | 12% | 0% | 3% | -20% | 0%
COc1cc(OC)cc(-c2nc(-c3cccc(C)c3)no2)c1 | -13% | 0% | -17% | 2% | ? | ? | 2%
O=S(=O)(NCCc1csc(-c2ccc(F)cc2)n1)c1ccc(F)cc1F | -6% | -1% | 3% | 3% | 13% | -20% | -13%
Cc1ccc2nc(N3CCC(C(=O)N4CCN(c5cccc(C)c5C)CC4)CC3)[nH]c2c1 | 1% | 0% | -2% | 0% | ? | -7% | -5%
CCOC(=O)c1c(NC(=O)c2cc(Cl)ccc2Cl)sc2c1CCCC2 | 6% | 0% | 3% | 0% | -5% | -9% | 0%
Cc1ccc(CNC(=O)Cn2ccn(-c3ccc(F)cc3)c(=O)c2=O)cc1 | 8% | -1% | 3% | 2% | -10% | 2% | -3%
Cc1ccc(Oc2c(C(F)(F)F)oc3c(CN4CCCCC4)c(O)ccc3c2=O)cc1 | 4% | -1% | -3% | 1% | 11% | 1% | -4%
Cc1c(Cl)cccc1-n1c(SCC(=O)NCc2ccccc2)nc2n[nH]c(C)c2c1=N | -5% | 0% | 13% | 1% | -11% | -25% | 2%
Cc1cccc(N2CCN(C(=O)CS(=O)(=O)c3cccc4nsnc34)CC2C)c1 (centres undefined) | -20% | -1% | -11% | -1% | 6% | 4% | 1%
CCc1cccc(C)c1NC(=O)CN1CCCN(Cc2ccc(C)cc2)S1(=O)=O | 2% | 0% | 6% | -1% | ? | -19% | 4%
COc1ccccc1-c1noc(-c2ccc(N3CCOCC3)c([N+](=O)[O-])c2)n1 | -11% | -3% | -12% | -11% | 7% | -16% | 1%
CN(Cc1ccccc1)C(=O)CCS(=O)(=O)c1cc(Br)cc2c1N(C(=O)C1CC1)CC2 | 5% | -2% | 6% | -9% | 13% | 0% | -7%
Cc1oc(-c2ccc(Cl)cc2)nc1CS(=O)CC(=O)N1CCN(c2cccc(C(F)(F)F)c2)CC1 (centres undefined) | -6% | -2% | 16% | 3% | -1% | -4% | -1%
CCN(C(=O)Cn1nc(Cc2ccncc2)c2ccccc2c1=O)c1cccc(Cl)c1 | 0% | 1% | ? | 1% | ? | 4% | -5%
Cc1cccc(NC(=O)c2cnc3sc(N4CCCC4)nn3c2=O)c1C | 8% | -1% | -9% | 0% | -4% | -7% | 0%
Cc1ccc(Cl)cc1NC(=O)Nc1cccc(OCc2cc(=O)n3ccccc3n2)c1 | -6% | 0% | -4% | 1% | 17% | 7% | -3%
Cc1cc(C)nc(-n2nc(C)c3c2N(C)C(=O)CC3c2ccc(Cl)cc2)n1 (centres undefined) | -11% | -4% | -2% | -2% | -8% | 3% | -2%
CCc1ccccc1NC(=O)CN1C(=O)c2ccccc2Sc2ncccc21 | 3% | 2% | -3% | -1% | 12% | -3% | 1%
O=S(=O)(c1cccc2ccccc12)N1CCN(c2ccc(Cl)c(Cl)c2)CC1 | 5% | 1% | -1% | 8% | -21% | -21% | -7%
Cc1ccc(CN(Cc2cccn2-c2nnc(N3CCCC3=O)s2)C(=O)Nc2ccccc2Cl)cc1 | 6% | -2% | 3% | 1% | 0% | -20% | -1%
CCOc1ccc(-n2nc3cc(C)c(NC(=O)c4cc(OCC)c(OCC)c(OCC)c4)cc3n2)cc1 | -6% | 1% | -4% | 3% | 4% | -13% | 0%
CCn1cc2c(n1)-c1c(oc(C(=O)Nc3cccc(C)c3C)c1C)CC2 | -2% | -1% | 13% | 5% | 1% | -28% | 8%

# Single records (already shown). Values in the order: NTMT1 inh	B2AR arrestin ag	p53null 32C kill	GALK inh	p53null 39C tox	FH mod	TSG101-PTAP inh
# COc1cc(OC)cc(-c2nc(-c3cccc(C)c3)no2)c1 in the list: -13%	0%	-17%	2%	?	?	2%
# Cc1ccc2nc(N3CCC(C(=O)N4CCN(c5cccc(C)c5C)CC4)CC3)[nH]c2c1 in the list: 1%	0%	-2%	0%	?	-7%	-5%
# Cc1ccc(CNC(=O)Cn2ccn(-c3ccc(F)cc3)c(=O)c2=O)cc1 in the list: 8%	-1%	3%	2%	-10%	2%	-3%
# Cc1cc(=O)n(Cc2ccc(Cl)cc2)c2c1c(C)nn2-c1ccccc1 in the list: 3%	1%	-13%	2%	14%	?	0%
# Cc1cccc(N2CCN(C(=O)CS(=O)(=O)c3cccc4nsnc34)CC2C)c1 (centres undefined) in the list: -20%	-1%	-11%	-1%	6%	4%	1%

# In a second layout: results already given
> CCc1cccc(C)c1NC(=O)CN1CCCN(Cc2ccc(C)cc2)S1(=O)=O
- NTMT1 inh: 2%
- B2AR arrestin ag: 0%
- p53null 32C kill: 6%
- GALK inh: -1%
- p53null 39C tox: ?
- FH mod: -19%
- TSG101-PTAP inh: 4%

> Cc1cc(C)nc(-n2nc(C)c3c2N(C)C(=O)CC3c2ccc(Cl)cc2)n1 (centres undefined)
- NTMT1 inh: -11%
- B2AR arrestin ag: -4%
- p53null 32C kill: -2%
- GALK inh: -2%
- p53null 39C tox: -8%
- FH mod: 3%
- TSG101-PTAP inh: -2%

> Cc1ccc2nc(N3CCC(C(=O)N4CCN(c5cccc(C)c5C)CC4)CC3)[nH]c2c1
- NTMT1 inh: 1%
- B2AR arrestin ag: 0%
- p53null 32C kill: -2%
- GALK inh: 0%
- p53null 39C tox: ?
- FH mod: -7%
- TSG101-PTAP inh: -5%

> Cc1ccc(Oc2c(C(F)(F)F)oc3c(CN4CCCCC4)c(O)ccc3c2=O)cc1
- NTMT1 inh: 4%
- B2AR arrestin ag: -1%
- p53null 32C kill: -3%
- GALK inh: 1%
- p53null 39C tox: 11%
- FH mod: 1%
- TSG101-PTAP inh: -4%
